From PubChem BioAssay
DT40 TDP1 CPT: DT40-hTDP1 cell growth loss with CPT | actives 12% (n = 420,000) | AID 686979 | chicken DT40 Tdp1-/-;hTDP1 cells + 20 nM CPT, ATP luminescence, 48 h | Potency, µM (titrated, usually from 46.2 µM), for inactives: top-dose activity change, negative = growth inhibition, actives largely listed as inhibitors; also: nearly all actives have a fitted effect of over 55% in size
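Cell growth measured by CellTiter-Glo luminescence after a minimum 48 h, 37 C compound exposure with 20 nM CPT in Tdp1-knockout DT40 cells stably expressing hTDP1, seeded 400/well; qHTS titration format.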
TDP1 block: blocks human tyrosyl-DNA phosphodiesterase 1. Potency, µM (series often up to 130 µM), without a hit: at the highest dose activity change, negative = inhibition, usual class: inhibitors. recombinant TDP1, AlphaScreen DNA substrate cleavage. actives 0.28% (n = 350,000); also: nearly all actives have a fitted effect of over 40% in size
Target sequence (Q9NUW8 whole entry, looked up): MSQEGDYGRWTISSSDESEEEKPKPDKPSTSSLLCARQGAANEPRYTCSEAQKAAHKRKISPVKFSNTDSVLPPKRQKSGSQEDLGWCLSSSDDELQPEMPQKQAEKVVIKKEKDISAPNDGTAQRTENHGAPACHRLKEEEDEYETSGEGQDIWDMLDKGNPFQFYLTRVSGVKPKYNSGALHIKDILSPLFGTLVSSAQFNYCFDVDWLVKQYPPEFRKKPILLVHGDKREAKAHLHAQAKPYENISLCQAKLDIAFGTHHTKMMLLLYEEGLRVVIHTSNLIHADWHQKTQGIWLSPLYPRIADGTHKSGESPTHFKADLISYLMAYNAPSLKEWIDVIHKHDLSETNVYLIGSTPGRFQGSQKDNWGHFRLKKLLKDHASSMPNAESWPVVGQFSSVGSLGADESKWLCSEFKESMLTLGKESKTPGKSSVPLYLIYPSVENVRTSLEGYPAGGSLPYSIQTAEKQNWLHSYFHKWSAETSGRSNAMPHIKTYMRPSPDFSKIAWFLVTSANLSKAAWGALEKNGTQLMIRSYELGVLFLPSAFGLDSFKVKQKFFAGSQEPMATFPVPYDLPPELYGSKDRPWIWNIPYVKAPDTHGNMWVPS
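Steps: enzyme plus compound, 15 min RT; add biotin/phosphotyrosine-FITC oligonucleotide (15 nM final), react 5 min; add donor/acceptor beads (10 ug/ml final), 10 min; read AlphaScreen. Tdp1 at 1 nM final.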
DT40 TDP1 no CPT: qHTS for Inhibitors of human tyrosyl-DNA phosphodiesterase 1 (TDP1): qHTS in cells in absence of CPT; DT40 Tdp1-/- hTDP1 cells, no CPT, ATP luminescence, 48 h; actives 15% (n = 420,000); Potency, µM (top dose mostly 46.2 µM), without a hit: top-dose activity change, negative = growth inhibition, actives largely listed as inhibitors; also: nearly all actives have a fitted effect of over 55% in size
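Cells were dispensed at 400 per well, compounds added by pin tool, plates incubated ≥48 hr at 37 °C, then CellTiter-Glo added for 30 min at room temperature before luminescence reading. Line: DT40 Tdp1-/- complemented with hTDP1; camptothecin omitted.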
* = called active by the depositor; ? = inconclusive; / = no result given; & = joins results of further samples; [ ] = remark or other dose. Calls follow the shape of the dose curve; as a rule, active = well fitted curve in the direction sought with a large enough effect; inconclusive = small, poorly fitted or top-dose-only effect, or another doubt; inactive = no such curve, though single readings can be large; an effect the other way counts as inactive or inconclusive. % is scaled to controls: 0 for no effect and ±100 for the full control effect; potency is read from the fitted curve at half-maximal effect.

SMILES	DT40 TDP1 CPT	TDP1 block	DT40 TDP1 no CPT
O=C(Cc1nc(-c2ccc([N+](=O)[O-])cc2)cs1)Nc1ccccc1	22.4µM*	1.1%	15.8µM*
Cc1cc(C)cc(N(C(C)C(=O)Nc2c(C)n(C)n(-c3ccccc3)c2=O)S(C)(=O)=O)c1 (stereo not drawn)	-7.4%	-7.4%	0.7%
Oc1c(C=NCc2ccccc2)sc2ccccc12	-5.9%	2.4%	-23.0%
Cc1cc(C(=O)N2CCN(S(=O)(=O)c3ccccc3F)CC2)c(C)o1	?	-2.6%	?
CC(=O)Nc1ccc(C(=O)CSc2nnc3cc(C)c4ccccc4n23)cc1	?	2.6%	?
CC1=CC(C)[C@H](/C=N/n2c(=O)[nH]c3c([nH]c4ccc(C)cc43)c2=O)C(C)C1 (stereo partly drawn)	8.2µM*	2.5%	13µM*
CCOc1cc(C(=O)Nc2cc(F)ccc2C)ccc1OCC(=O)N1CCOCC1	-16.9%	-1.8%	-15.4%
O=C(NCC(F)(F)F)N1CCOCC1	-3.5%	-0.7%	-8.7%
COc1ccc(/C(O)=C2\C(=O)C(=O)N(c3cc(C)on3)C2c2ccccc2OC)cc1C (stereo not drawn)	-16.0%	6.9%	-7.2%
COc1cc(OC)cc(C(=O)N[C@H](C(=O)OCC(=O)c2ccc(F)cc2)C(C)C)c1	4.7%	-5.3%	-14.7%
COc1cccc(C(=O)OC(C)CN2CCCC2)c1 (stereo not drawn)	-2.6%	6.3%	-1.4%
Cc1ccc(C)c(-n2nnc3ccccc3c2=O)c1	-17.6%	/	?
Cc1c(C(=O)O)c(C(=O)O)c2n1CCS2	-6.8%	-8.2%	-9.7%
CCN(CC)S(=O)(=O)c1nnc(NC(=O)c2ccc(C(C)C)cc2)s1	-16.6%	-1.3%	-27.1%
Cc1ccc(C(=O)N/C(=C/c2cccs2)C(=O)N2CCCCC2)cc1	-5.0%	4.9%	-18.2%
O=S(=O)(c1ccc(Br)c2ccccc12)N1CCCC1	4.0%	/	-25.7%
COc1ccc(NC(=O)CSc2nc3nc(C)c(Cc4ccccc4Cl)c(C)n3n2)cc1OC	?	7.8%	?
COc1ccc(NC(=O)c2c(C)oc3ccc(O)c(CN4CCN(Cc5ccccc5)CC4)c23)cc1Cl	18.4µM*	11.0%	14.6µM*
c1ccn(-c2ccc(-c3ccn[nH]3)cc2)c1	2.0%	8.8%	4.2%
O=C(Nc1ccc2c(c1)OCCO2)c1c(F)c(F)c(F)c(F)c1F	18.4µM*	1.1%	?
Cc1c(NC(=O)Cn2nc(C(=O)O)c3ccccc3c2=O)c(=O)n(-c2ccccc2)n1C	9.5%	-1.0%	-0.5%
COc1ccc(OCC(=O)OCC(=O)N2CC(=O)Nc3ccccc32)cc1	6.6%	0.0%	6.6%
COCCCNC(=O)c1cc2c(=O)n3cccc(C)c3nc2s1	?	6.4%	?
C/C(=N\NC(=O)OC(C)(C)C)c1ccc[nH]1	-10.6%	-5.1%	-16.5%
CS(=O)(=O)Nc1ccc(OCc2ccccc2)cc1	-11.3%	3.9%	-14.6%
COc1ccc(N(Cc2cc3ccc(C)cc3[nH]c2=O)C(=O)C2CCCO2)cc1 (stereo not drawn)	-3.2%	/	-2.7%
O=C(CP(=O)(c1ccccc1)c1ccccc1)N1CCCCC1	-17.7%	4.5%	1.7%
CC(=O)Nc1ccc(-n2c(C)c(C(C)=O)c(C(C)=O)c2C)cc1	-3.4%	2.9%	-23.4%
O=S(=O)(c1ccc(F)c(F)c1F)N1CCN(C(=S)NC2CC3CCC2C3)CC1 (stereo not drawn)	-21.1%	-3.7%	1.7%
COc1ccc(C2Nc3ccccc3C(=O)N2c2ccc(F)cc2)cc1CSc1ccccn1 (stereo not drawn)	?	0.0%	-33.4%
CCC(C)NCCOc1ccc(Br)cc1 (stereo not drawn)	-13.8%	-3.8%	-29.8%
COc1ccc(NC(=O)c2cc(C)nc3c2c(C)nn3-c2ccc(C)cc2)cc1OC	?	5.3%	14.6µM*
Cc1ccc(N(CC2CO2)S(=O)(=O)c2ccccc2[N+](=O)[O-])cc1 (stereo not drawn)	-28.7%	/	?
COc1cc(/C=N/N=C(\N)c2nonc2N)cc(OC)c1OC	-16.6%	-4.9%	-1.4%
Cc1ccc(NC(=O)CN(C)C(=O)Cn2nnc(-c3ccccc3)n2)cc1	12.9%	-4.9%	-1.7%
CCSc1nc2cc(OC)c(OC)cc2c(=O)n1CCc1ccccc1	16.4µM*	-1.4%	20.6µM*
CCc1nn2c(=O)cc(COC(=O)c3ccccc3NC(=O)COc3ccccc3C)nc2s1	4.11µM*	-1.2%	5.17µM*
Cc1ccc(C(=O)N2CC(C)OC(C)C2)c(Cl)c1 (stereo not drawn)	?	1.4%	?
Cc1noc(C)c1CSc1nc2sc(C)c(C)c2c(=O)n1-c1ccccc1	?	2.2%	?
COc1ccc(C(C(=O)NC(C)(C)C)N(C(=O)CNC(=O)c2cccs2)c2ccc(NC(C)=O)cc2)cc1OC (stereo not drawn)	5.9%	-5.9%	1.8%
COc1ccc(C2c3cc(OC)c(OC)cc3Cc3c4cc(OC)c(OC)cc4cc[n+]32)cc1OC (stereo not drawn)	?	6.9%	?
CC12CCC(=O)N1C(C(=O)Nc1ccc(Br)cc1Cl)CS2 (stereo not drawn)	-23.0%	3.2%[56.1 µM]	-12.4%
O=C(O)Cc1sc(-c2ccccc2)nc1-c1ccccc1	-29.4%	-4.0%	-19.1%
COc1ccc(-n2cnnc2SCC(=O)c2ccc(S(=O)(=O)N3CCOCC3)cc2)cc1	-9.3%	2.1%	-1.8%
COc1ccc(CCN2C(=O)CC(Cc3ccc(Br)cc3)C2=O)cc1OC (stereo not drawn)	?	3.2%	?
CC(NC(=O)CCC(=O)N1CCCCCC1)c1ccccc1 (stereo not drawn)	-4.0%	3.5%	-8.0%
O=C1C=C(N2CCN(C3=CC(=O)CCC3)CC2)CCC1	9.2%	0.0%	0.2%
Cc1ccccc1C(=O)N(Cc1nc2ccccc2c(=O)[nH]1)C1CCCC1	?	-2.5%	?
C[C@H]1CN([C@@H](C)CO)S(=O)(=O)c2ccc(Br)cc2O[C@H]1CN(C)S(=O)(=O)c1ccccc1	16.4µM*	/	16.4µM*
O=C(CN1CCOC1=O)N1CCCC(Nc2ccc(F)c(F)c2)C1 (stereo not drawn)	5.4%	1.3%	-0.5%
CC(C)c1ccc(OCC(=O)NCCO)cc1	?	-1.9%	?
CC(C)(O)CC[C@@H](O)[C@](C)(O)[C@H]1CC[C@@]2(O)C3=CC(=O)[C@@H]4C[C@@H](O)[C@@H](O)C[C@]4(C)C3CC[C@]12C (stereo partly drawn)	25.8%	3.8%	12.8%
COc1ccccc1N1CCN(Cc2nc3ccccc3c(=O)n2CC(C)=O)CC1	?	2.1%	?
CCCOc1ccc(N2C(=O)CC(N(CCc3ccccc3)C(=O)c3ccccc3)C2=O)cc1 (stereo not drawn)	0.6%	3.5%	-0.5%
CCN(c1ccccc1)c1nnc(NC(=O)Nc2cccc(Br)c2)s1	?	2.9%	?
CC(C)NC(=O)N(C)C[C@@H]1OCCCC[C@@H](C)Oc2ccc(NC(=O)Nc3ccc(F)cc3)cc2C(=O)N([C@H](C)CO)C[C@@H]1C	-17.0%	/	-2.4%
Cc1ccc(CN2C(=O)C(C)Nc3ncnc(N4CCN(c5ccccn5)CC4)c32)cc1 (stereo not drawn)	?	-0.2%	18.4µM*
Cc1cc(C)c(NC(=O)C2CCCN2CCOC(=O)c2ccccc2)c(C)c1 (stereo not drawn)	?	5.1%	-16.2%
C=CCC[C@H](Cc1ccc(F)cc1)C(=O)OC[C@H]1CCCN1C(=O)[C@@H](CC=C)CC(=O)NCCO	?	1.7%	?
Cc1ccc(CN2CCN(C3CCN(S(=O)(=O)c4ccc(C)cc4)CC3)C(=O)C2=O)cc1	-23.1%	2.6%	3.0%

Sorted by SMILES length (rising): some entries from above.
SMILES	DT40 TDP1 CPT	TDP1 block	DT40 TDP1 no CPT
O=C(O)Cc1sc(-c2ccccc2)nc1-c1ccccc1	-29.4%	-4.0%	-19.1%
CC12CCC(=O)N1C(C(=O)Nc1ccc(Br)cc1Cl)CS2 (stereo not drawn)	-23.0%	3.2%[56.1 µM]	-12.4%
O=C(CN1CCOC1=O)N1CCCC(Nc2ccc(F)c(F)c2)C1 (stereo not drawn)	5.4%	1.3%	-0.5%
Cc1cc(C)c(NC(=O)C2CCCN2CCOC(=O)c2ccccc2)c(C)c1 (stereo not drawn)	?	5.1%	-16.2%
Cc1ccc(CN2CCN(C3CCN(S(=O)(=O)c4ccc(C)cc4)CC3)C(=O)C2=O)cc1	-23.1%	2.6%	3.0%
CC(C)NC(=O)N(C)C[C@@H]1OCCCC[C@@H](C)Oc2ccc(NC(=O)Nc3ccc(F)cc3)cc2C(=O)N([C@H](C)CO)C[C@@H]1C	-17.0%	/	-2.4%
CC(C)(O)CC[C@@H](O)[C@](C)(O)[C@H]1CC[C@@]2(O)C3=CC(=O)[C@@H]4C[C@@H](O)[C@@H](O)C[C@]4(C)C3CC[C@]12C (stereo partly drawn)	25.8%	3.8%	12.8%

(next part)
SMILES	DT40 TDP1 CPT	TDP1 block	DT40 TDP1 no CPT
CCCCCC(=O)NNC1=NCC(Cc2cccc(Cl)c2)S1 (stereo not drawn)	-36.9%	4.8%	?
COc1cc(NC(=O)COC(=O)CO/N=C(\C)c2ccc3c(c2)OCO3)cc(OC)c1	5.4%	0.0%	8.6%
CCOc1ccccc1C(=O)NC(C(=O)NCc1ccccc1OC)C(C)C (stereo not drawn)	?	6.1%	16.4µM*
COc1ccccc1OC1=NS(=O)(=O)c2ccccc21	20.6µM*	2.1%&4.8%	13µM*
COc1ccc(NC(=O)CCc2nnc3ccc(NCc4ccco4)nn23)cc1	5.3%	4.7%	0.2%
NS(=O)(=O)c1ccc(N=Nc2ccc(=O)[nH]c2O)cc1	28.8%	44.7µM*	-3.2%
Cc1ccc(OCCC(=O)OCC(=O)Nc2ccc(N3CCOCC3)cc2)cc1	-19.8%	/	-14.6%
COc1ccc(CNC(=O)c2nc(SCc3ccc(C)cc3)ncc2Cl)cc1	-10.4%	2.3%	?
Cn1c(=O)c2c([nH]c(=O)n2Cc2ccc(Cl)cc2Cl)n(C)c1=O	2.1%	/	7.7%
CCN(CC(=O)NC1CCS(=O)(=O)C1)S(=O)(=O)c1ccc(F)cc1 (stereo not drawn)	3.1%	-2.4%	-4.3%
O=C(NC(=S)Nc1cc(C(F)(F)F)ccc1Cl)c1ccccc1	?	3.1%	?
O=C(Oc1cccc(Oc2ccccc2)c1)N1CCOCC1	-13.5%	2.1%	-7.6%
COc1ccc(CNC(=O)Cn2cnc3c(=O)n(C)c(=O)n(C)c32)cc1	-4.6%	7.7%	-2.3%
NC1=NC(=O)/C(=C\c2ccc(-c3ccccc3[N+](=O)[O-])o2)S1	11.2µM*	/	?
Clc1ccc(-c2nc3ccccc3nc2-c2ccccc2)cc1	?	-5.3%	20.6µM*
CCCCCCCCN1N=N[C@H]2[C@H]1[C@@H]1C[C@H]2N(C(=O)OC(C)(C)C)O1	?	/	?
Cc1cc(N2CCOCC2)nc2ccc(NC(=S)NCc3ccc4c(c3)OCO4)cc12	?	8.6%	18.4µM*
O=C(/C=C/c1ccccc1)N/C(=C/c1ccccc1)C(=O)NCCO	-4.2%	-2.0%	-16.1%
CN(c1ccc(C(=O)Nc2cccnc2)cc1)S(=O)(=O)c1ccc(Cl)cc1	?	2.6%	?
O=C(OCc1cnc(Cl)s1)c1cccc(Cl)c1	-19.4%	-2.0%	-19.8%
CCOC(=O)CNC(=O)CN1C(=O)CC(c2ccco2)Sc2ccccc21 (stereo not drawn)	2.8%	/	2.6%
C[C@H]1CN([C@@H](C)CO)C(=O)CCCn2nncc2CO[C@@H]1CN(C)Cc1ccccc1	0.1%	/	-16.9%
CCN1c2ccccc2-n2cccc2C12CCN(C(=O)Nc1ccccc1C(F)(F)F)CC2	?	0.0%	?
Cc1ccccc1N(C(=O)c1cccs1)c1nc2ccccc2s1	23.1µM*	1.1%	18.4µM*
CCOCCCNC(=O)c1cc(=O)[nH]c2ccc(S(=O)(=O)N3CCCC3)cc12	2.3%	0.9%	0.8%
Cc1cc(C)cc(C(=O)NCC(=O)OC(C)C(=O)N(C)c2ccccc2)c1 (stereo not drawn)	-4.0%	-2.9%	-16.3%
Cc1ccccc1N1CC(C(=O)NC2CCCC2)CC1=O (stereo not drawn)	-7.5%	-0.2%	-0.3%
